hIAP act – human IAP activators, primary screen, biochemical, luminescence, uHTS. Intestinal-type alkaline phosphatase (Homo sapiens), P09923. purified human IAP, CDP-Star luminescence, 30 min; active compounds read high; 1 = vehicle-only enzyme, 0 = enzyme-free background. activation factor at 10 µM. 0.16% of 330,000 active. AID 2524, 2010;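 active = activation factor of the enzyme at least 2-fold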; also: the source names both 10 and 20 µM as test concentration; values of inactives mirror those of a sister screen read the other way
Target sequence (P09923 whole entry, looked up): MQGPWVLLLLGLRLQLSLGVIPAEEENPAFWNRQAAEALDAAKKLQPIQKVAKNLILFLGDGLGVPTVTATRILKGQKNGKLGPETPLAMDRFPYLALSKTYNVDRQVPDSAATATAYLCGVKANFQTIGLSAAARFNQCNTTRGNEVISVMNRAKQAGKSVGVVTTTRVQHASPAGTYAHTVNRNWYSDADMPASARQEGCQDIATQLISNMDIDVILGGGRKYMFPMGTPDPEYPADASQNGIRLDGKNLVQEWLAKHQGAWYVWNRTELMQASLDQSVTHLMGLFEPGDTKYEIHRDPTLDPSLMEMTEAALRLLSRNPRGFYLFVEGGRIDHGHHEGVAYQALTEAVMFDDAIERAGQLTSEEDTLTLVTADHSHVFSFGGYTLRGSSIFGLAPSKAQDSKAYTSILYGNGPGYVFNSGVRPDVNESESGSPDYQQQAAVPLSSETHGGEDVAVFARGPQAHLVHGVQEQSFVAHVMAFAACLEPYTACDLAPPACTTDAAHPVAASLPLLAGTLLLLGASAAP
TIM10 inh – growth inhibitors of isogenic TIM10 control yeast, primary screen, counter-screen for tim10-1 yeast inhibitor project, luminescence, uHTS; S. cerevisiae TIM10 strain growth, BacTiter-Glo luminescence, 24 h; inhibition, % at 10 µM; 1.4% of 330,000 active; AID 463195, 2010;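 active = inhibition of 40% or more at the single tested concentration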;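 also: wild-type TIM10 isogenic control strain grown at permissive 25 °C; 0% = DMSO yeast wells and 100% = minimal medium wells without yeast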
mIAP activ – activators of mouse IAP, primary screen, biochemical, luminescence, uHTS | intestinal alkaline phosphatase [Mus musculus] | muIAP, CDP-Star luminescence, 30 min; active compounds read high; 1 = vehicle-only enzyme signal, 0 = enzyme-free wells | activation factor at 10 µM | 0.24% of 330,000 active | AID 2805, 2010;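 active = activation factor of at least 2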; also: the source names both 10 and 20 µM as test concentration; values of inactives mirror those of a sister screen read the other way
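Assay system: mouse IAP enzyme; reagent: chemiluminescent substrate CDP-Star; dosing: test compounds delivered from DMSO solution; schedule: 30 min at room temperature; measured by: luminescence from enzymatic CDP-Star hydrolysis; controls: DMSO-only wells and no-enzyme negative control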
Apaf1 inhib – inhibitors of human Apaf-1 apoptosome, primary screen, biochemical, DEVD-Rh110 fluorescence, uHTS; inhibition, % at 20 µM; Apoptotic protease-activating factor 1 (Homo sapiens), O14727; reconstituted apoptosome caspase-3 activity; 0.71% of 330,000 active; active = inhibition of at least 40% at 20 µM;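 also: plate controls were DMSO wells for no effect and DEVD-CHO caspase inhibitor wells for full effect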
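System: Apoptosome proteins | Medium: Hepes pH 7.5 with detergent and BSA | Also added: Cytochrome c trigger plus (Z-DEVD)2-Rh110 caspase-3 substrate | Incubation: 30 min compound preincubation, 50 min activation, room temperature | Detection: Rhodamine 110 fluorescence at Ex 480/Em 540 nm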
NLRP3 yeast inh – NALP3 inflammasome inhibitors in reconstituted yeast, primary screen, luminescence, uHTS; Yeast reconstituted NLRP3/ASC/caspase-1, beta-gal luminescence, 24 h; inhibition, % at 10 µM; 0.39% of 330,000 active; AID 2825, 2010;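 active = inhibition of 50% or more; inactive = inhibition below 50%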;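 also: plate controls were induced DMSO wells for no effect and uninduced yeast grown without galactose for full effect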
mIAP inh – inhibitors of mouse IAP, primary screen, biochemical, luminescence, uHTS; AID 2806, 2010; inhibition, % at 10 µM; intestinal alkaline phosphatase [Mus musculus]; 0.2% of 330,000 active; purified mouse IAP, CDP-Star luminescence, 30 min;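 active = inhibition of at least 40% at 10 µM in the primary screen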;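 also: plate controls were DMSO with enzyme for no effect and no enzyme wells for full effect; values of inactives mirror those of a sister screen read the other way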
hIAP inh – human IAP inhibitors, primary screen, biochemical, luminescence, uHTS; purified IAP, CDP-Star luminescence, 30 min; inhibition, % at 10 µM; 0.12% of 330,000 active;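 active = inhibition reaching a set limit with compound at 10 µM in the primary screen, cut at about 35% in these data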;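 also: plate controls were DMSO wells with enzyme for no effect and no-enzyme buffer wells for full effect; values of inactives mirror those of a sister screen read the other way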
ATG4B inhibitor – ATG4B protease inhibitors, primary screen, biochemical, fluorescence, uHTS; Cysteine protease ATG4B (Homo sapiens), Q9Y4P1; ATG4B cleavage of LC3-PLA2, NBD-HPC fluorescence, 1 h; inhibition, % at 8.33 µM; 0.51% of 340,000 active; AID 504462, 2011; in the data active = inhibition above about 40%
Target sequence (Q9Y4P1 whole entry, looked up): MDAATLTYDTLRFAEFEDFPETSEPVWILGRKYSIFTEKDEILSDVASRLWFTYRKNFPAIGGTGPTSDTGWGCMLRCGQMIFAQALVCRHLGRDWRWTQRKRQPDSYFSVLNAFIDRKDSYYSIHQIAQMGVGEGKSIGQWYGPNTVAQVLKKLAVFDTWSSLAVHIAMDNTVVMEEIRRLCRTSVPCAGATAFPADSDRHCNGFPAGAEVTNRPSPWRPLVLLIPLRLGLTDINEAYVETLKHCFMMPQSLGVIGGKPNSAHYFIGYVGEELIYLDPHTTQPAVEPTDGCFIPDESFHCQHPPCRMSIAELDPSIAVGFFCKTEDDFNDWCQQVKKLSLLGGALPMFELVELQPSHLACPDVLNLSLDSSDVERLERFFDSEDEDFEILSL
tim10-1 inh – growth inhibitors of tim10-1 mutant yeast, primary screen, luminescence, uHTS; AID 463190, 2010; inhibition, % at 20 µM; S. cerevisiae tim10-1 ts strain growth, BacTiter-Glo, 24 h; 2.2% of 330,000 active;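 active = inhibition of at least 40%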;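 also: mutant grown at 25 °C; 0% = DMSO wells with yeast and 100% = wells holding no yeast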
* hit, by the source's call; . = not tested or not shown.

Molecule	hIAP act	TIM10 inh	mIAP activ	Apaf1 inhib	NLRP3 yeast inh	mIAP inh	hIAP inh	ATG4B inhibitor	tim10-1 inh
S=C(N/N=C1\C2CN3CCN(C2)CC1(c1ccccc1)C3)Nc1ccccc1	1	16	0.94	1	11	6	-4	-8	24
CN(C)S(=O)(=O)c1ccc(Cl)c(NC(=O)COC(=O)CNC(=O)c2ccco2)c1	1.2	-7	1.2	8	6	-16	-19	3	13
CCOC(=O)c1ccc(NC(=O)CSc2nncn2-c2cccnc2)cc1	0.96	-18	1.1	3	11	-10	4	-1	13
COc1cscc1C(N)=O	1.2	3	1.1	-13	31	-5	-19	-4	-4
CC1=C(C#N)C(Nc2ccc(C)cn2)(C(F)(F)F)C(=O)N1 (centres undefined)	0.86	2	0.96	-7	-11	4	14	-3	16
CC(=O)CCc1oc2ccc(C)cc2c1-c1ccc(C)o1	0.82	33	1	0	4	0	18	4	46*
COc1ccc(C2NC(=S)NC(O)(C(F)(F)F)C2C(=O)c2cccs2)cc1 (centres undefined)	1	2	1.1	3	-3	-5	0	-10	43*
O=C(Nc1ccc(-c2ccc3nncn3n2)cc1)C1CCCC1	0.9	28	1	-11	-10	-4	10	-1	29
Cc1nc(C)n(C(=O)N(c2ccccc2)c2ccccc2)n1	0.92	9	1	0	10	-1	8	-9	11
CC(C)(C)Nc1nc(Cl)nc(NCc2ccccc2)n1	1	3	1	-10	9	-2	-4	14	14
Cc1ccc2nc(SCC(=O)NNC(=O)c3ccccc3)[nH]c2c1	0.9	-6	0.95	9	12	5	10	5	4
COc1ccc(C(O)C(CC(=O)NCCCOC(C)C)C(=O)NCCCOC(C)C)cc1OC (centres undefined)	0.91	-1	0.98	0	6	2	9	-3	-5
Cc1ccc([N+](=O)[O-])c(OCCCN2C(=O)NC(C)(C)C2=O)c1	0.95	2	0.96	-8	3	4	4	3	-16
CCSc1nnc(NC(=O)C2Cc3ccccc3CN2C(=O)c2ccco2)s1 (centres undefined)	1	22	0.94	17	4	6	-4	5	27
CCCn1cc(SCC(=O)Nc2nnc(C)s2)c2ccccc21	0.95	1	1.1	16	1	-6	5	-3	0
CN(C)c1ccc(CNc2ncn[nH]2)cc1	0.88	-1	0.9	-7	13	10	12	0	6
Cc1ccccc1Nc1ncc(C#N)c(N)n1	1.9	5	1.1	4	3	-9	-85	-4	13
Cc1ccc2c(c1)C1CC(C)(O2)N(c2cccc(C(=O)N3CCN(c4ccccn4)CC3)c2)C(=O)N1 (centres undefined)	1.3	-1	0.98	5	2	2	-28	4	-19
COc1ccc(Cc2ccc(OC)c(N)c2)cc1N	1.2	-7	1	-6	14	0	-16	-1	-20
O=[N+]([O-])c1ccccc1/C=C/C=N/n1c(-c2ccco2)n[nH]c1=S	1.1	19	0.97	-8	9	3	-10	-4	18
Cc1nc2ncnn2c(C)c1Cc1ccc(Cl)cc1	0.98	13	1	9	-4	-1	2	-9	10
O=c1[nH]c(Cn2nnc(-c3ccccc3)n2)nc2scc(-c3ccccc3)c12	0.74	-20	1	32	10	-4	26	15	10
N#CCCn1c(O)c(N=NC(=O)CNC(=O)c2cccs2)c2ccccc21	1	-5	1	4	13	-2	-2	-6	-5
O=C(O)c1ccc(NC(=S)N2CCCCC2)cc1	0.92	-6	1.2	2	2	-17	8	4	-7
Cc1ccc2nc(-c3ccc(F)cc3)nc(SCC(=O)NCC3CCCO3)c2c1 (centres undefined)	0.79	5	0.97	14	4	3	21	3	11
CCOc1ccc(-c2nc(C#N)c(NCC3CCCO3)o2)cc1 (centres undefined)	1.2	-12	1	22	11	-3	-15	-3	-26
O=C(/C=C/c1cccc(Cl)c1)N1CCC(Cc2ccccc2)CC1	1	-3	0.94	21	16	6	-2	14	12
CCCCN(C(=O)CSc1nnc(-c2ccc(OC)cc2)n1CC)c1c(N)n(Cc2ccccc2)c(=O)[nH]c1=O	1.1	21	0.93	-11	7	7	-7	-4	12
CC(=O)c1cccc(Nc2ncnc3ccc(Br)cc23)c1	1	6	0.95	5	25	5	-1	-4	35
Cc1ccc(C)c(CNS(=O)(=O)c2c(C)[nH]c(C)c2C(=O)N2CCCCC2)c1	1.1	11	0.94	-11	-8	6	-7	2	22
O=C(/C=C/c1ccco1)N(Cc1ccc(Cl)cc1)C1CCS(=O)(=O)C1 (centres undefined)	1.1	10	1	-1	6	0	-10	-3	12
S=c1[nH]nc(-c2cccc(Br)c2)o1	1	15	1.1	12	16	-7	-4	-15	17
O=C(CC1Oc2ccccc2NC1=O)NCCCN1CCN(C2CCCCC2)CC1 (centres undefined)	0.83	3	0.93	11	18	8	17	-6	-12
Cn1c(C(=O)OC(C(=O)NC2CCCC2)c2cccnc2)cc2sccc21 (centres undefined)	0.96	0	0.96	7	10	4	4	-4	11
CN(CC(=O)Nc1cccc(F)c1)C(=O)c1cn(-c2ccccc2)nc1-c1cccs1	1	17	1.2	12	6	-17	-4	-6	27
Cc1cc(C)n2c(nc3ccccc32)c1C(=O)NCc1ccccc1	1.2	11	1.1	-1	30	-11	-16	-1	-10
CC(NS(=O)(=O)c1ccccc1)C1COc2ccccc2O1 (centres undefined)	1	10	1	-1	18	-2	-3	1	22
O=C(c1ccco1)N1CCN(c2nc3ccccc3n3nnnc23)CC1	0.89	5	1	20	12	-2	11	-5	26
CSc1nc(N)nc2c1ncn2CC(=O)N[C@H](CO)Cc1c[nH]c2ccccc12	0.98	2	0.98	-13	-4	2	2	.	4
Cc1cc(C)cc(N(CCC#N)C(=O)COC(=O)C2=COCCO2)c1	1	-7	0.96	-2	17	4	-2	-3	-9
Cc1cc(N2CCOCC2)nc(SCC(=O)c2ccc(Cl)cc2)n1	0.89	8	0.89	-2	31	11	11	-5	29
Cc1ccc(S(=O)(=O)Oc2cccc(/C=N/Nc3ccc(C(=O)O)cc3)c2)cc1	0.95	5	0.93	-20	3	7	5	16	23
COc1cc(S(=O)(=O)Nc2ncccc2C)c(OC)cc1Cl	1.1	6	1.1	-4	5	-5	-7	5	0
N#CCCN1CCN(S(=O)(=O)c2ccc3c(c2)OCCCO3)CC1	0.9	1	1	-9	-12	-4	10	0	-9
CC(=O)Nc1ccc(S(=O)(=O)Nc2cccc(-c3cn4cccnc4n3)c2)cc1	1	-12	1	4	20	-2	-5	-10	22
CCOc1ccc(-n2ccnc(SCC(=O)Nc3cccc(OC)c3)c2=O)cc1	1.3	16	0.88	15	20	12	-27	-5	13
O=C(N1CCCCC1)N1CCN(S(=O)(=O)c2ccccc2)CC1	1.5	9	1	-5	1	-3	-52	-1	12
Cc1ccc(SCCC(=O)OC(C)C(=O)Nc2ccccc2)cc1 (centres undefined)	1.1	-5	1	6	-4	-5	-11	-4	2
CCOc1ccc(NC(=O)C2CCCCN2S(=O)(=O)c2ccccc2)cc1 (centres undefined)	0.69	18	1	6	-15	-3	31	-8	26
COc1ccccc1C(=O)Nc1nc(-c2ccc(S(=O)(=O)N3CCOCC3)cc2)cs1	0.94	27	0.86	17	18	14	6	-18	38
CCCNS(=O)(=O)c1ccc(CCC(=O)N2CCN(c3ccc(F)cc3)CC2)cc1	0.93	-4	1	1	18	-4	7	-6	22
COc1ccc(-c2nn(-c3ccccc3)cc2C(=O)N2c3ccc(C)cc3C3CN(C)CCC32)cc1 (centres undefined)	1	36	1.1	2	9	-7	-4	0	17
CCCc1cc(=O)oc2cc(C)c3c(C)coc3c12	1.1	11	0.95	-19	17	5	-10	3	16
Cc1cc2ccccc2n1CCNC(=O)c1ccc(S(=O)(=O)N2CCOCC2)cc1	0.72	15	0.84	15	10	16	28	-22	18
COc1cc(/C=C(\C#N)C(=O)NCc2ccccc2)ccc1OCc1ccc(C(=O)O)cc1	1	14	1	-2	3	-4	-4	-5	21
COc1cccc(/C=N/n2c(-c3n[nH]c4c3CCC4)n[nH]c2=S)c1OC	1.5	-3	0.92	4	22	8	-50	-5	5
COCCN(Cc1cc2ccccc2[nH]c1=O)C(=O)c1ccccc1OC	0.96	-4	1.1	-2	11	-9	4	-12	0
C[C@H](NC(=O)c1ncn(C)c1C(=O)N[C@@H](C)c1ccccc1)c1ccccc1	1.2	-2	0.99	21	5	0	-23	-9	24
Cc1cc(OCC(=O)NCc2cccnc2)ccc1[N+](=O)[O-]	1.1	-11	0.92	-14	-5	8	-6	3	3
O=C(COC(=O)/C=C/c1cccc([N+](=O)[O-])c1)Nc1ccc(Cl)cn1	1	-6	0.94	-7	17	6	0	-3	8

Further records:
Molecule	hIAP act	TIM10 inh	mIAP activ	Apaf1 inhib	NLRP3 yeast inh	mIAP inh	hIAP inh	ATG4B inhibitor	tim10-1 inh
Cc1c(NC(=O)c2cc3nc(-c4ccc(Cl)cc4)cc(C(F)(F)F)n3n2)c(=O)n(-c2ccccc2)n1C	1	-39	0.95	9	-2	5	0	2	18
CC(C)CC(C(=O)Nn1cnnc1)N1C(=O)c2ccccc2C1=O (centres undefined)	0.95	-9	1	4	1	-2	5	-4	4
CCN1C(=O)N[C@@H](c2ccccc2)[C@H](C(C)=O)[C@H]1C	1	1	1.1	-1	6	-9	0	8	-10
O=C1C=C(NCCOC23CC4CC(CC(C4)C2)C3)C2(CCCCC2)O1	1	18	1.1	13	1	-7	-1	-1	18
CCn1nnnc1SCCSc1nnnn1CC	0.96	16	1	-7	-4	-4	4	-3	19
Nc1ccc(N2CCCCC2)c(S(=O)(=O)Nc2ccccc2Cl)c1	0.94	27	0.91	4	-1	9	6	27	18
CCN(CC)C(=O)[C@H]1CC(CC(=O)NCCC2=CCCCC2)C(=O)N2CCc3c([nH]c4ccc(OC)cc34)[C@]12C (some centres undefined)	.	3	1.1	26	.	-10	.	.	9
O=S(=O)(c1ccc2ccccc2c1)N1CCN(C2Cc3ccccc3C2)CC1	1	2	0.95	4	14	5	-2	6	-1
C=CCN1C(=O)C2(NC(=O)c3ccccc3N2)c2ccccc21 (centres undefined)	0.89	10	0.9	-1	14	10	11	-5	0
N#C/C(=C\c1ccc(N2CCOCC2)c([N+](=O)[O-])c1)c1nc2ccccc2[nH]1	0.88	25	0.9	2	0	10	12	-9	9

Sorted by value in hIAP inh (lowest first): some entries from above.
structure | hIAP act | mIAP activ | NLRP3 yeast inh | mIAP inh | hIAP inh | ATG4B inhibitor
O=S(=O)(c1ccc2ccccc2c1)N1CCN(C2Cc3ccccc3C2)CC1 | 1 | 0.95 | 14 | 5 | -2 | 6
O=C1C=C(NCCOC23CC4CC(CC(C4)C2)C3)C2(CCCCC2)O1 | 1 | 1.1 | 1 | -7 | -1 | -1
CCN1C(=O)N[C@@H](c2ccccc2)[C@H](C(C)=O)[C@H]1C | 1 | 1.1 | 6 | -9 | 0 | 8

Screens as filed in PubChem.
